bCat nuc transl: modulators of beta-catenin nuclear translocation, primary screen, imaging, HeLa cells, immunofluorescence, high-content | nuclear translocation activity, % at 5 µM | 190,000 tested, 0.3% active | AID 1665, 2009;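 active = nuclear translocation activity above 50% at 5 µM, with a well cell count of 50 or more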;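 note: per-cell ratio of nuclear to cytoplasmic median beta-catenin stain intensity; plate controls were DMSO negative control for no effect and GSK-3 inhibitor IX positive control for full effect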
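Read-out: Nuclear/cytoplasmic beta-catenin signal ratio, % activation | Assay system: Human HeLa cell line | Times: 24 h compound exposure at 37°C, 5% CO2 | Signal: Fluorescence imaging of beta-catenin antibody stain plus DAPI | Dosing: 5 µM primary, 0.02–20 µM confirmation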
Autophagy mod: autophagy modulators in MEF cells, primary screen, imaging, high-content, MEF GFP-LC3; MEF GFP-LC3 puncta imaging; test concentration mostly 10 µM; calls only at 10 µM (by protocol); 190,000 tested, 0.98% active;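 active = percentage of spot-positive cells more than 3 SD above its plate mean, without a fluorescence outlier flag or 80% toxicity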;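 note: spot-positive cell cutoff set from DMSO-treated cells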
T cell modulator: modulators of CD8 T cell-vesicle binding, primary screen, mouse 2C CD8+ T cells, flow cytometry; 2C CD8+ T cell-vesicle binding; stronger effect = lower value; calls only at 7 µM; 330,000 tested, 0.068% active;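 active = response, share of CD8 T cells binding vesicles, and their 90th percentile fluorescence all below set limits, cut at about 80% in these data, passing the limit was not always enough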
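System: murine 2C transgenic CD8+ T lymphocytes; also added: QL9-loaded Drosophila micro-vesicles; times: binding 1.5 h at 37 °C; measured by: flow cytometry, PE anti-B7-1 (FL2) versus Alexa647 anti-CD8 (FL8), PFA-fixed; control set: Peptide-free naked vesicles (low) and QL9 vesicles with 0.7% DMSO vehicle (high)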
MT stabilizer: microtubule stabilizers in HeLa cells, primary screen, imaging, high-content imaging | 200,000 tested, 0.83% active | AID 2205, 2009 | % tubulin-high responders, % at 10 µM | HeLa tubulin immunostaining HCS, 24 h; share of cells brighter than vehicle mean+2SD;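 active = plate Z-score above 3 for both tubulin-high and condensed-nucleus cell shares, with cell loss under 80%, at 10 µM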;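 note: anti alpha tubulin signal scored within the nucleus-defined area of each cell; some results filed as inactive read as strong as hits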
M17LAP inhibition: P. falciparum M17LAP inhibitors, primary screen, biochemical, fluorogenic H-Leu-NHMec substrate, 1536-well (AID 1619); recombinant M17LAP, H-Leu-NHMec fluorogenic kinetic assay; higher % means a stronger effect; 220,000 tested, 0.38% active; inhibition, % at 30 µM; hits with a dose series show IC50 in µM;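 active = compound inhibiting the enzyme by more than half at any dose during confirmatory dose-response retesting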;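 note: plate controls were full reaction with DMSO carrier for no effect and no enzyme background for full effect; strong numbers were not always called active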
Yfh1-off respiration: enhancers of respiration in Yfh1-depleted yeast, dose response, Friedreich's ataxia, plus single-dose screen (AID 1465); fold induction at 50 µM; hits with a dose series show EC50 in µM; 220,000 tested, 0.074% active; S. cerevisiae Yfh1-off respiration, WST-1 reduction, 72 h; higher fold induction means a stronger effect;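 active = fold induction of absorbance versus untreated yeast above a set limit, then at least 30% activation at any dose in follow-up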;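 note: activators that raise dye reduction in frataxin-depleted yeast; strong numbers were not always called active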
WT yeast gro inh: growth inhibition of WT strain, primary screen, mitochondrial fusion inhibitor project, WT and mutant strains, chemical genetic | inhibition, % at 10 µM | mitochondrial fusion phenotypic screen | AID 1362, 2008 | 190,000 tested, 2.1% active; in the data active = inhibition above about 58%; tested in S. cerevisiae
P. falciparum M1AAP: P. falciparum M1AAP inhibitors, biochemical, fluorogenic H-Leu-NHMec substrate, 1536-well (AID 1445) | Aminopeptidase N (Plasmodium falciparum (isolate 3D7)) | recombinant M1AAP, H-Leu-NHMec fluorogenic kinetic assay; higher % means a stronger effect | one-dose inhibition, % at 30 µM; IC50 in µM for titrated hits | 220,000 tested, 0.42% active;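 active = primary inhibition above the hit cutoff, then over 50% inhibition at one or more dose response concentrations, cut at about 23% in these data, passing the limit was not always enough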;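 note: plate controls were DMSO full reaction for no effect and no enzyme background for full effect; strong numbers were not always called active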
Dynein transport: inhibitors of GR-EGFP nuclear translocation, primary screen, dynein cargo transport inhibitor project, imaging, high-content, 3617.4 mouse cells. z-score, hits read low. 220,000 tested, 0.47% active. test concentration mostly 20 µM; stimulated with dexamethasone, 1 µM; stronger effect = lower value;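 active = plate z-score of nuclear minus cytoplasmic receptor signal below a set negative limit, without overly bright fluorescence or cell loss, cut at about -3.5 in these data, passing the limit was not always enough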;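 note: z-score of nuclear minus cytoplasmic ring GR-EGFP intensity difference per well; some compounds called inactive have numbers as strong as hits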
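Also added: dexamethasone, 1.0 µM final. Medium: tet-free, stripped-serum medium. Detection: fixed, Hoechst-stained cells imaged at 10x for EGFP. Read-out: nuclear-to-cytoplasmic GR-EGFP distribution per well. Times: induction 48 h, compound 1 h, agonist 30 min.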
WT yeast gro inh mutant strain: recorded beside WT yeast gro inh, whose call it bears; inhibition, %; mitochondrial fusion phenotypic screen, mutant strain inhibition
Dynein transport cytoplasmic EGFP: second read-out of Dynein transport, no call of its own (marks repeat the call); z-score; measured here: cytoplasmic GR-EGFP intensity; stronger effect = higher value
Dynein transport nuclear GR-EGFP: second read-out of Dynein transport, no call of its own (marks repeat the call); z-score; measured here: nuclear GR-EGFP intensity;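 lower value marks the stronger effect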
Dynein transport cell count: recorded beside Dynein transport, whose call it bears; z-score; measured here: cell count per field
bCat nuc transl cell count 5 µM: second read-out of bCat nuc transl, no call of its own (marks repeat the call); cell count; measured here: cell count, cytotoxicity flag
T cell modulator vesicle-bound %: second read-out of T cell modulator, no call of its own (marks repeat the call); double positive events, %; measured here: CD8+ vesicle-bound cell fraction;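 binding gate set so that unloaded-vesicle control wells show 10% double positive cells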
MT stabilizer Hoechst-high %: also measured in MT stabilizer; calls as there; % Hoechst-high responders; measured here: nuclear condensation Hoechst responders;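 share of cells brighter than vehicle mean plus two SD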
MT stabilizer cytotoxicity %: recorded beside MT stabilizer, whose call it bears; toxicity, %; measured here: cytotoxicity by cell density;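 0% = mean cell density of plate MIN control wells and 100% = no cells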
Autophagy mod cell loss 18 h: recorded beside Autophagy mod, whose call it bears; toxicity, %; measured here: cell loss, nuclei count;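 cell loss after 18 h compound exposure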
* hit, by the source's call; i = inactive; . = no result given.

SMILES | MT stabilizer cytotoxicity % | Yfh1-off respiration | Dynein transport cell count | Autophagy mod cell loss 18 h | Dynein transport nuclear GR-EGFP | P. falciparum M1AAP | M17LAP inhibition | T cell modulator vesicle-bound % | WT yeast gro inh | Dynein transport | Autophagy mod | MT stabilizer Hoechst-high % | bCat nuc transl | bCat nuc transl cell count 5 µM | T cell modulator | Dynein transport cytoplasmic EGFP | WT yeast gro inh mutant strain | MT stabilizer
O=C(Cn1nc(C(F)F)cc1C(F)F)N/N=C/c1ccc2c(c1)OCO2 | 9.9 | i | 0.11 | -25 | 0.2 | 6% | -2% | 61 | -4 | -0.48 | i | 1.9 | . | . | i | -0.16 | 15 | 2.3
Nc1cc(=O)[nH]c(SCC(=O)Nc2cc(Cl)ccc2Cl)n1 | . | i | 0.23 | . | -0.022 | 3% | -7% | 51 | . | -0.024 | . | . | -0.9 | 1319 | i | -0.018 | . | .
Cn1c(SCC(=O)N2CCN(Cc3ccccc3)CC2)nnc1-c1ccncc1 | 8.2 | i | 0.68 | -10 | -1 | 1% | 2% | 52 | -19 | -0.69 | i | 2.1 | -0.5 | 1044 | i | -0.26 | 0 | 3.4
O=c1c2ccccc2nc(COc2ccccc2)n1/N=C/c1cn[nH]c1-c1ccccc1 | 10.0 | i | 0.78 | 12 | -0.53 | 4% | 1% | 6 | -1 | -0.34 | i | 4.9 | -1.7 | 622 | i | -0.32 | -15 | 6.1
CN1/C(=C\C=N\NC(=O)c2cccnc2)C(C)(C)c2ccccc21 | 21 | i | -0.33 | 26 | 0.33 | 2% | 2% | 26 | -3 | 0.22 | i | 1.1 | -1.4 | 1111 | i | 0.065 | 3 | 4.8
NC(=O)C1CCN(C(=O)/C=C/c2cc(Br)ccc2F)CC1 | 7.4 | i | 0.83 | -3 | -0.061 | 5% | 5% | 17 | -4 | -0.19 | i | 2.6 | 2.4 | 1007 | i | -0.23 | -7 | 3.7
COc1ccc(Br)cc1-c1nc(C)c(C(C)=O)n1O | 2.6 | i | 0.097 | 33 | 0.33 | 7% | 5% | 42 | 15 | 0.71 | i | 1.8 | 0.1 | 1029 | i | -0.23 | 22 | 2.9
O=C(COc1cccc2ccccc12)NNC(=O)Nc1ccccc1 | 7.6 | i | -0.71 | 14 | 0.73 | -5% | -2% | 49 | 4 | 0.3 | i | 1.4 | -0.9 | 1309 | i | -0.17 | 0 | 4.2
Fc1cccc(Cl)c1/C=N/Nc1c(Cl)cncc1Cl | 6.2 | i | 0.83 | 13 | -0.4 | -1% | 9% | 18 | -3 | -0.14 | i | 2.1 | 4.0 | 701 | i | -0.34 | -19 | 1.7
COc1ccccc1C(=O)N1C(CC(=O)Nc2cc(Cl)ccc2C)C(=O)NC2CCCCC21 (stereo unspecified) | 7.6 | i | 0.44 | 3 | 0.1 | 2% | -9% | 19 | 6 | 0.19 | i | 2.5 | -0.5 | 1023 | i | -0.19 | 17 | 3.1
C#Cc1ccc([C@H]2C=C(C(=O)N3CCOCC3)O[C@@H](OCc3ccc(CO)cc3)C2)cc1 | 8.3 | . | 0.26 | -13 | 0.25 | 6% | 5% | 37 | -17 | -0.044 | i | 1.0 | -2.2 | 1191 | i | -0.31 | -3 | 1.4
CN(C)C(=O)CCCCCCCCC(=O)N(C)C | . | i | -0.65 | . | 0.42 | 6% | 1% | 31 | . | -0.035 | . | . | -0.1 | 1353 | i | -0.18 | . | .

Single entries from the list.
WT yeast gro inh, Fc1cccc(Cl)c1/C=N/Nc1c(Cl)cncc1Cl = -3
MT stabilizer cytotoxicity %, NC(=O)C1CCN(C(=O)/C=C/c2cc(Br)ccc2F)CC1 = 7.4

A different layout for part of the listing above:
Each structure is followed by: MT stabilizer cytotoxicity %	Yfh1-off respiration	Dynein transport cell count	Autophagy mod cell loss 18 h	Dynein transport nuclear GR-EGFP	P. falciparum M1AAP	M17LAP inhibition	T cell modulator vesicle-bound %	WT yeast gro inh	Dynein transport	Autophagy mod	MT stabilizer Hoechst-high %	bCat nuc transl	bCat nuc transl cell count 5 µM	T cell modulator	Dynein transport cytoplasmic EGFP	WT yeast gro inh mutant strain	MT stabilizer
NC(=O)C1CCN(C(=O)/C=C/c2cc(Br)ccc2F)CC1
 : 7.4	i	0.83	-3	-0.061	5%	5%	17	-4	-0.19	i	2.6	2.4	1007	i	-0.23	-7	3.7
C#Cc1ccc([C@H]2C=C(C(=O)N3CCOCC3)O[C@@H](OCc3ccc(CO)cc3)C2)cc1
 : 8.3	.	0.26	-13	0.25	6%	5%	37	-17	-0.044	i	1.0	-2.2	1191	i	-0.31	-3	1.4
COc1ccccc1C(=O)N1C(CC(=O)Nc2cc(Cl)ccc2C)C(=O)NC2CCCCC21 (stereo unspecified)
 : 7.6	i	0.44	3	0.1	2%	-9%	19	6	0.19	i	2.5	-0.5	1023	i	-0.19	17	3.1
